HSF1 activator – increases HSF-1 driven luciferase reporter signal | actives 1.7% (n = 300,000) | AID 504408 | NIH3T3-HGL HSF-1 luciferase reporter, MG132, 8 h; 100% = twice DMSO control signal | activation, % at 9 µM;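 active = mean replicate activation of at least 50% with a set share of replicates each reaching 50%; inconclusive = only one of those two conditions met; inactive = mean below 50% and too few replicates reaching it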;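 note: 0% = median of the neutral control wells and 100% = twice that signal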
GSK3beta inhib – blocks human GSK3beta kinase activity; actives 0.038% (n = 300,000); P49841; AID 2097; GST-GSK3beta kinase, ADP-Glo luminescence, 60 min; hits give low values; activity score (negative = inhibition), % at 10 µM;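 active = more than half of replicate wells score below -50%, meaning over 50% inhibition versus plate controls; inconclusive = some replicates but at most half score below -50%; inactive = no replicate scores below -50%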;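 note: 0% = median DMSO wells and -100% = median GW8510 positive control wells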
Target sequence (P49841 whole entry, looked up): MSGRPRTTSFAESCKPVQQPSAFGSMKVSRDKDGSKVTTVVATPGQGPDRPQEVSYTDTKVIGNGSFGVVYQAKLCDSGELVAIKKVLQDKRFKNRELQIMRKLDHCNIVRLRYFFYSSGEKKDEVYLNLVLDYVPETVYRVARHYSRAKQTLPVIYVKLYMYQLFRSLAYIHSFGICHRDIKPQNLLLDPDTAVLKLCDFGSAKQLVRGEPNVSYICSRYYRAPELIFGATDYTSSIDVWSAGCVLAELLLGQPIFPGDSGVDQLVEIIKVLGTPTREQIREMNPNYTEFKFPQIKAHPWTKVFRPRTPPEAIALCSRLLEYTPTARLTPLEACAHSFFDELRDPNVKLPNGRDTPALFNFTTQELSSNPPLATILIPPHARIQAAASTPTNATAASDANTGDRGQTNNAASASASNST
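Test system: GST-fused GSK3beta enzyme, cell-free | Quantity: 1.6 ng GST-GSK3beta enzyme per well | Reagent: 25 µM ATP with peptide substrate | Schedule: 60 min enzyme reaction, room temperature | Signal: Luminescent ADP-Glo measurement of ADP formed | Read-out basis: Score relative to plate controls | Control set: DMSO and 20 µM GW8510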
AI-2 QS modul – modulators of Vibrio harveyi AI-2 quorum sensing system; Vibrio harveyi JMH597 AI-2 luminescence/OD600 ratio, 9 h; hits give low values; strain lacks LuxN and CqsS sensors; 0 = neutral-control median; activity change, % at 7.5 µM; actives 0.4% (n = 300,000); in the data active = activity change below about -75%, passing the limit was not always enough; inconclusive = no clear call, values can overlap the other calls;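 note: luminescence divided by OD600 gain over 9 h not by final OD600 alone; inactives centre near 13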
IEC-6 cytotox – kills IEC-6 intestinal cells in KLF5 counter-screen; IEC-6 cytotoxicity, luminescence viability; inhibition, % at 5 µM; actives 0.78% (n = 290,000); in the data active = inhibition above about 22%;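 note: 0% = plate median of test compound wells and 100% = cytotoxic reference compound wells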
PolyA inh – blocks polyadenylation in yeast reporter cells | calls only at 12 µM | actives 0.02% (n = 300,000) | S. cerevisiae SKY197-pL101 polyadenylation reporter, beta-gal luminescence; efflux-impaired pdr1/pdr3 knockout yeast; score 100 = 6 SD above DMSO;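 active = lowest replicate activity score at least 50, where 100 means six control SD above control mean; inconclusive = lowest score under 50 but half or more replicates reach 50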;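 note: yeast exposed to compound for 9 h at 30 °C; higher score means more reporter readthrough which indicates perturbed polyadenylation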
aSyn 5UTR inh – MLPCN primary screen, SNCA 5' untranslated region; AID 1813; actives 0.82% (n = 300,000); inhibition, % (tested at 7.5 µM); alpha-synuclein 5'UTR reporter, inhibitor activity; in the data active = inhibition above about 60%; inconclusive = no clear call, values can overlap the other calls;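 note: H4 neuroglioblastoma cells stably carrying SNCA 5'UTR luciferase fusion; 0% = DMSO wells and 100% = positive control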
KLF5 inh – inhibitors of KLF5 expression. AID 1700. inhibition, % at 5 µM. actives 0.23% (n = 290,000). DLD-1 KLF5 promoter-luciferase reporter, luminescence;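 active = inhibition above a per-plate limit of that plate's mean compound inhibition plus 3 SD, cut at about 60% in these data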;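 note: 0% = DMSO wells and 100% = LY294002 at 200 µM; higher means less KLF5 promoter-driven luciferase light; inactives centre near -14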
HSF1 inh – HSF1 inhibition. NIH3T3-HGL HSE-luciferase, MG132-induced, luminescence 8 h; hits give low values. activity change, negative = inhibition, % at 7.5 µM (by protocol). actives 0.77% (n = 300,000). AID 2098;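 active = more than half of replicate wells show activity change below -50%, luminescence cut by over half; inconclusive = some wells, but at most half, below -50%; inactive = no replicate well below -50%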;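 note: luciferase reports HSF-1 transcriptional activity via heat shock element; 0% = median of DMSO wells and -100% = zero luminescence signal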
HSP90 inh – inhibitors of HSP90 luciferase refolding in rabbit reticulocyte lysate; inhibition, % at 5.6 µM; AID 1789; luciferase refolding luminescence, 3 h; actives 0.91% (n = 290,000);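 active = inhibition above the screen-wide mean plus 3 SD, computed separately per campaign, cut at about 16% in these data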;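 note: 0% = DMSO wells and 100% = 60 µM geldanamycin wells; inhibitors lower the luminescence because luciferase stays unfolded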
GSK3A inh – human GSK-3 alpha kinase inhibition | ADP-Glo luminescence, 60 min | AID 2650 | actives 0.1% (n = 320,000) | P49840 | inhibition, % at 10 µM;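 in the data active = inhibition above about 50%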;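 note: GST-tagged GSK-3 alpha with peptide substrate and 25 µM ATP; 0% = DMSO neutral wells and 100% = GW8510 positive control wells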
Target sequence (P49840 whole entry, looked up): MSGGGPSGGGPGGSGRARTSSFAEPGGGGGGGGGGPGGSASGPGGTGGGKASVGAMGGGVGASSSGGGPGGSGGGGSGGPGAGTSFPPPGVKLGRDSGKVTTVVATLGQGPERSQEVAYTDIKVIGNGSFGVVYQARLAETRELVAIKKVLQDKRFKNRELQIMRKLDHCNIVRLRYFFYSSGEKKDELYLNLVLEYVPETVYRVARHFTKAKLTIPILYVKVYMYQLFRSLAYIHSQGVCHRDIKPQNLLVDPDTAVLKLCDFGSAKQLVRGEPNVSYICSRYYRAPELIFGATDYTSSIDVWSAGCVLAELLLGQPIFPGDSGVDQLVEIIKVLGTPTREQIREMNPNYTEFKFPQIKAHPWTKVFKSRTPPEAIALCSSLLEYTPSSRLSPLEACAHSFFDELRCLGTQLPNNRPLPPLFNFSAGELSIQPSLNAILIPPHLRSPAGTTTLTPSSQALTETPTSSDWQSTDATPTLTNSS
The depositor's hits bear a star; i = inactive; ? = inconclusive; . = not tested or not shown. These rows are one share of the data; count on the stated rates, not on these rows.

SMILES	HSF1 activator	GSK3beta inhib	AI-2 QS modul	IEC-6 cytotox	PolyA inh	aSyn 5UTR inh	KLF5 inh	HSF1 inh	HSP90 inh	GSK3A inh
CCOC(=O)C1=C(C)N=C2SC(C)C(=O)N2C1c1ccc(OCC)c(OCC)c1 (stereo unspecified)	4	0	29	-2	i	-2	-4	2	-3	-5
O=C(N/N=C/c1cccn1-c1ccc([N+](=O)[O-])cc1)c1cccnc1	4	-2	5	2	i	36	-15	2	-3	0
C/C(=C\C(=O)c1ccccc1)Nc1ccc2c(c1)OCO2	33	-1	3	-1	i	-115	-33	6	2	2
CC1CCC(NS(=O)(=O)c2ccc3c(c2)n(C)c(=O)c(=O)n3C)CC1 (stereo unspecified)	-6	-4	22	8	i	-4	8	-2	3	3
CC(C)c1c(O)nc(SCCC(=O)O)[nH]c1=O	3	6	16	2	i	13	-10	-8	2	0
O=C(NCc1ccc(F)cc1)Nc1ccc(Cl)cc1	24	2	?	5	i	-65	-28	17	2	-3
CC(=O)Nc1ccc(S(=O)(=O)N2CCN(C(=O)C3COc4ccccc4O3)CC2)cc1 (stereo unspecified)	1	-2	3	-1	i	-3	-16	-1	-2	0
CC(C)(C)N1C(=O)[C@H]2[C@@H](c3ccc(Br)cc3)N3C(=O)N(c4cccc(F)c4)C(=O)[C@@]3(C)[C@H]2C1=O	-3	-3	14	.	i	6	.	1	.	.
Cc1ccc(NC(=S)NCCCN2CCOCC2)cc1C	9	-8	-1	7	i	7	-25	-6	1	-2
O=C(NCCCN1CCOCC1)c1ccc2ccccc2c1	12	-2	-1	.	i	-40	.	3	.	0
CCC1(C)Cc2ccccc2-c2nc[nH]c(=O)c21 (stereo unspecified)	7	0	-8	-2	i	3	-19	1	-1	0
COc1ccc(CN(C(=O)c2cccs2)c2ccccc2)cc1	0	5	18	-1	i	-42	-34	-1	-1	-1
CCSc1nnc(NC(=O)CN2C(=O)C3CC=CCC3C2=O)s1 (stereo unspecified)	-15	0	20	0	i	14	-30	-3	-3	-3
CCOc1ccc(NC(=O)Nc2cc(C)on2)cc1	23	2	14	8	i	-128	-48	16	11	2
Cc1ccc(NC(=O)Nc2cc(C(F)(F)F)c[nH]c2=O)cc1	-26	-3	16	4	i	35	-11	-19	0	-4
O=C(COc1ccc2c(-c3ccccc3)cc(=O)oc2c1)Nc1ccc(CN2CCOCC2)cc1	-2	3	4	3	i	7	-12	-2	-5	0
CCOc1ccccc1C(=O)NCC(=O)OCC(=O)N1C(C)CCCC1C (stereo unspecified)	1	-5	4	-2	i	12	2	-7	-2	-1
CCOC(=O)NC(N(O)c1cccc(Cl)c1)C(Cl)(Cl)Cl (stereo unspecified)	26	-6	6	-3	i	5	-22	8	15	-1
CC(=O)Oc1ccc(C2(C)CC(C)(C)Oc3cc(OC(C)=O)ccc32)c(OC(C)=O)c1 (stereo unspecified)	13	-4	13	-1	i	-12	-10	1	0	-5
O=C(NCCCn1ccnc1)c1ccc2ccccc2c1	-9	1	5	1	i	11	-22	0	-4	1
COc1ccc(CCNC(=O)CN2C(=O)NC(CCSC)C2=O)cc1 (stereo unspecified)	-6	1	?	4	i	11	-9	-5	3	0
CCCCC(=O)NC(=S)Nc1ccccc1N1CCCCC1	13	-1	12	2	i	30	-7	14	2	-1
Cc1cc2occ(CC(=O)N(C)CC(=O)Nc3ccccc3Cl)c2cc1C	18	5	18	.	i	4	.	9	.	-1
COc1cccc(OCC(=O)Nc2ccc(OC)c(OC)c2)c1	20	-1	-1	8	i	-5	-6	3	-3	-2
COc1cccc(-c2nnc(SCC(=O)NCc3ccc4c(c3)OCO4)n2Cc2ccco2)c1	10	2	38	-3	i	0	-5	6	-8	-4
Fc1cc(NCc2ccccc2)nc(NCc2ccccc2)n1	?	0	-5	-4	i	-13	-29	31	-3	-1
CN(C)CCNC(=O)c1cc2cc(Br)ccc2oc1=O	-7	-24	14	3	i	-44	16	-1	1	0
Cc1ccc(-n2nnnc2SCC(=O)NNC(=O)c2ccc([N+](=O)[O-])cc2)cc1	-1	0	-5	-5	i	-3	-21	-5	-1	-1
CC1=C(C(=O)OC2CCCC2)C(c2coc3ccccc3c2=O)C2=C(CCCC2=O)N1 (stereo unspecified)	17	4	21	6	i	-22	-4	8	0	-4
CC1Oc2ccccc2C=C1/C=N/NC(=O)[C@@H](C)NC(=O)OC(C)(C)C (stereo partly specified)	.	-2	14	1	i	.	-21	.	0	2
CCN(CC(=O)Nc1cccc(OC)c1)CC(=O)Nc1ccccc1C	23	2	11	-2	i	-5	-2	13	-1	-5
C=CCN1C(=O)/C(=C/C=C2/N(CC)c3ccc(S(=O)(=O)N(C)C)cc3N2CC)SC1=S	5	-1	21	-4	i	23	-29	7	-3	-4
COc1ccc(CNC(=O)CCc2cc(OC)c(OC)c(OC)c2)cc1	-5	3	9	-1	i	13	-9	-4	-3	-3
COc1ccc(NC2CC(=O)N(c3cccc([N+](=O)[O-])c3)C2=O)cc1 (stereo unspecified)	2	1	6	-3	i	11	-11	-9	0	1
COc1ccc(CCNC(N)=S)cc1OC	7	0	0	0	i	11	9	-11	1	-1
C/C(=N\NC(=O)c1ccc(Br)cc1)c1cccc(NC(=O)c2cccnc2)c1	.	1	4	6	i	-37	-2	.	-1	1
Cc1cc(NS(C)(=O)=O)c(=O)n(Cc2cccc(F)c2)c1	9	-1	17	-10	i	14	-55	-8	0	.
O=C(Cc1ccccc1)NCCS(=O)c1ccc(Cl)cc1 (stereo unspecified)	8	0	8	-3	i	5	-13	0	-1	-1
CCOC(=O)C1CCN(C(=O)Cn2cc3c(n2)CCC(C)C3)CC1 (stereo unspecified)	2	2	40	-1	i	13	-22	-5	-4	-4
CCCNC(=S)N1CCC(NC(=O)c2cccc(C)c2)CC1	-44	2	-6	8	i	7	-31	-27	-3	1
CCCc1[nH]nc2c1C(C1CCCCC1)C(C#N)=C(N)O2 (stereo unspecified)	18	-3	27	-2	i	10	-7	0	2	-3
O=C(CNCc1ccccc1Cl)Nc1ccc(C(=O)N2CCCCC2)cc1	13	3	45	-2	i	-17	-12	-1	1	-1
Cc1cc(C)nc(SC2CC(=O)N(c3ccc(Cl)cc3)C2=O)n1 (stereo unspecified)	-4	.	.	-2	i	-18	-34	-1	-4	-2
CN(C)S(=O)(=O)c1ccc(C(=O)Nc2cccc(C(=O)N3CCOCC3)c2)cc1	-6	-4	14	6	i	7	-23	-2	-1	-4
CCOC(=O)c1sc(=S)n(-c2ccc(OC)cc2)c1N	-1	-3	11	-8	i	0	-16	-4	0	5
CCOC(=O)c1sc(NC(=O)CCCn2nc([N+](=O)[O-])c(Cl)c2C)c(C(=O)OCC)c1C	2	0	14	6	i	31	-10	3	0	-2
CCOC(=O)c1nn(-c2cccc(C)c2)c2nnc(Cc3ccc(C)cc3)c(=O)n12	7	3	22	5	i	14	-19	-3	-5	-3
NC(=O)c1cc(Cc2ccccc2)sc1NC(=O)c1ccco1	134*	.	.	2	i	-215	-124	94	-4	1
CC1(C)c2cc(Cl)ccc2-n2c1cc(O)c(-c1ccccc1)c2=O	-5	-4	15	-1	i	9	-23	-9	0	2
CN(C)c1ccc(CN(C(=O)c2ccco2)C2CCS(=O)(=O)C2)cc1 (stereo unspecified)	-36	0	5	4	i	10	-30	-16	1	-6
COc1ccc(Nc2cc(C(=O)NCCCN3CCN(C)CC3)c3ccccc3n2)cc1OC	-20	0	13	4	i	20	-14	-15	0	-3
O=S(=O)(Nc1ccccc1)c1ccc(NS(=O)(=O)c2cccs2)cc1	-8	0	15	-3	i	-3	-9	5	-5	-1
O=C(c1ccc(Br)cc1)N(Cc1nc2ccccc2c(=O)[nH]1)C1CCCC1	4	-8	21	3	i	-16	10	11	5	-2
COc1ccccc1NC(=O)C(C)N(C)Cc1ccc(Cl)s1 (stereo unspecified)	0	2	9	-4	i	5	-5	-3	4	-1
COc1ccccc1-c1nc(C#N)c(N2CCC(C(N)=O)CC2)o1	-28	2	24	1	i	-8	-19	-16	1	4
O=C(Nc1ccc(Br)cn1)c1ccc([N+](=O)[O-])cc1Cl	70*	0	17	4	i	-92	-147	31	-2	-1
CCC(C(=O)NCCc1ccc(C)cc1)n1nc(C)c2c(C)n(-c3ccccc3)nc2c1=O (stereo unspecified)	5	-1	1	4	i	12	1	7	1	-3
CN(CC(=O)Nc1c(Cl)cccc1Cl)C(=O)c1cccn1C	5	7	8	2	i	22	-30	8	-4	2
CCC1(C)Cc2nc3[nH]c(=S)n(-c4ccccc4)c(=O)c3cc2CO1 (stereo unspecified)	18	-1	12	-1	i	-13	-42	-4	2	1
CCCCNC(=O)c1onc(CSc2cccc(F)c2)c1C(=O)O	21	2	22	-7	i	19	-40	-1	-12	-10

Next section:
SMILES	HSF1 activator	GSK3beta inhib	AI-2 QS modul	IEC-6 cytotox	PolyA inh	aSyn 5UTR inh	KLF5 inh	HSF1 inh	HSP90 inh	GSK3A inh
O=C(/C=C/c1cccs1)Nc1nc(-c2ccccc2)cs1	22	0	4	0	i	-246	-104	12	3	1
Cc1cc2ccccc2n1CCC(=O)O	-2	1	6	-2	i	-16	-14	-1	-1	3
C#Cc1ccc([C@@H]2C=C(C(=O)O)O[C@H](OCc3ccc(CO)cc3)C2)cc1	-7	3	24	-3	i	-7	-13	-1	16*	-4
CCn1c(CCc2ccccc2)n[nH]c1=S	-1	2	6	-1	i	5	-17	-5	2	0
COc1ccc(N(CCCN2C(=O)c3cccc4cccc(c34)C2=O)C(=O)c2cccnc2)cc1	-8	1	18	11	i	7	-10	2	2	3
COC(=O)CSc1nnc(-c2ccco2)n1-c1ccc(C)cc1	11	2	16	5	i	-4	-7	-12	0	0
Cc1ccc(OCC(=O)N2CCCC(CO)(CCOc3ccccc3)C2)cc1 (stereo unspecified)	-1	-5	24	-1	i	4	-31	1	-1	-2
Cc1ccc(SCc2[nH]nc3c2C2(C(=O)Nc4ccc(F)cc42)C(C#N)=C(N)O3)cc1 (stereo unspecified)	1	-3	24	-5	i	14	-12	0	-3	-1
O=C(CN1C(=O)S/C(=C\c2ccc(O)c([N+](=O)[O-])c2)C1=O)Nc1ccc(N2CCOCC2)cc1	.	2	35	-10	.	.	-31	.	0	.
CCC1CCCCN1CCNS(=O)(=O)c1ccc2c(c1)oc(=O)n2C (stereo unspecified)	-2	0	-2	6	i	-5	-39	6	1	-1
CC1Cc2ccccc2N1S(=O)(=O)c1cccc(C(=O)NCCCO)c1 (stereo unspecified)	11	1	3	2	i	6	-19	2	0	-5

Screens as filed in PubChem.
